From PubChem BioAssay
GRP78 ERSR act – induces the endoplasmic reticulum stress response in human glioma cells; U87-MG GRP78 promoter luciferase reporter, 16 h; Potency, µM, for inactives: top-dose activation, hits mostly activators; 420,000 tested, 0.02% active; AID 602332; active = well fitted activation curve with a large enough effect; inconclusive = small, poorly fitted or top-dose-only effect; inactive = no such curve, though single readings can be large or run the other way; note: series mostly up to about 76 µM; % of control where 0% means no effect; nearly all actives have a fitted effect of over 35% in size
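ERSR induction read as luciferase luminescence (Bright-Glo, 10 min at room temperature) in stably transfected human U87-MG glioma cells exposed to compounds for 16 h, using GRP78 as sensor.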
* hit, by the source's call; ? = inconclusive; & = joins results of further samples. Potency is the fitted concentration of half-maximal effect.

SMILES	GRP78 ERSR act
Cc1oc(-c2cccc(NC(=O)c3ccccn3)c2)nc1CNC(=O)c1ccc(C(F)(F)F)cc1	-2.7%
Cc1ccc(C(=O)N(Cc2cc3cc4c(cc3nc2N2CCOCC2)CCC4)CC2CCCO2)s1 (configuration not stated)	0.0%
c1ccc(CCc2nnc3n2CCN(Cc2ccc4ccccc4n2)CC3)cc1	-1.8%
c1ccc(CCNc2nc(-c3ccccc3)cs2)cc1	-2.6%
Cc1ccc(C(=O)Nc2cnn(-c3ccc(C(=O)NCc4nc(-c5ccccc5)n[nH]4)cc3)c2)c(C)c1	-3.4%
O=C(c1ccc2c(c1)OCO2)N(Cc1cc2ccc(F)cc2nc1N1CCC(O)CC1)CC1CCCO1 (configuration not stated)	-4.2%
Cc1ncc2c(c1CNS(=O)(=O)c1cccs1)CCN(C(=O)/C=C/c1cc(F)cc(F)c1)C2	-0.4%
Cc1cccc2nc(CNC(=O)CN3Cc4cc(Cl)ccc4OC(C)C3)cn12 (configuration not stated)	-3.7%
CCc1noc(C)c1C(=O)N1CCOc2ccc(CN3CCCC(C(=O)c4cccnc4)C3)cc2C1 (configuration not stated)	-4.7%
CCN1CCN(c2cc(-c3ccc(F)cc3)c3c(n2)CCCCCC3)CC1	-4.5%
Cc1ccc(C2(O)CCN(CCCC(=O)c3ccc(F)cc3)CC2)cc1	-2.9%
COc1ccccc1CN1CCOc2ccc(CN3CCCCC3CO)cc2C1 (configuration not stated)	-0.8%
COc1ccccc1CCNc1ncnc2sc(C(=O)N3CCCC3)c(C)c12	-3.5%
COc1cc(=O)n2c(c1C(=O)NCc1cccc(F)c1)CCN(Cc1cccnc1)CC2	-0.9%
Cc1c(C(=O)NCC2CCCN(C)C2)cnn1-c1nccc(-c2ccco2)n1 (configuration not stated)	-1.6%
Cc1c(C(=O)NCCc2cccnc2)cnn1-c1ncc2c(n1)-c1ccccc1CC2	-2.8%
CSc1nnc(CNC(=O)c2c(-c3ccccc3)noc2C)n1-c1ccc(F)cc1	-3.5%
COc1ccc(CN2CCC(n3cc(C(=O)N4CCCCC4)nn3)CC2)c(OC)c1	-1.5%
O=S(O)CNc1ccc(S(=O)(=O)c2ccc(NCS(=O)O)cc2)cc1	-4.5%
O=C(N[C@@H]1c2ccccc2C2(CCN(C(=O)c3ccc4c(c3)OCCO4)CC2)[C@H]1O)c1cccnc1	-4.4%
C[C@@H](O[C@H]1OCCN(Cc2n[nH]c(=O)[nH]2)[C@@H]1c1ccc(F)cc1)c1cc(C(F)(F)F)cc(C(F)(F)F)c1	-6.6%
CC1(C)CC(C(=O)N2CCOc3ccc(CN4CCN(Cc5ccccn5)CC4)cc3C2)CCO1 (configuration not stated)	-2.7%
CC(c1ccon1)N(C)C(=O)c1cnn(-c2ncc3c(n2)-c2ccccc2CC3)c1C1CC1 (configuration not stated)	11.3%
COc1ccc2ccccc2c1CN1CCc2nnc(C(NS(C)(=O)=O)C(C)C)n2CC1 (configuration not stated)	-0.7%
COCc1c(C(=O)N2CCN(C)CC2)cnn1-c1ncc2c(n1)-c1ccccc1CCC2	-2.8%

2 of the compounds above, with bars between the fields.
Structure | GRP78 ERSR act
Cc1ccc(C(=O)N(Cc2cc3cc4c(cc3nc2N2CCOCC2)CCC4)CC2CCCO2)s1 (configuration not stated) | 0.0%
O=C(c1ccc2c(c1)OCO2)N(Cc1cc2ccc(F)cc2nc1N1CCC(O)CC1)CC1CCCO1 (configuration not stated) | -4.2%

The list goes on.
SMILES	GRP78 ERSR act
O=C(NC1CCCC1)c1cn(C2CCN(Cc3cccc4cccnc34)CC2)nn1	-3.4%
Cc1c(C(=O)N2CCCC(c3ccccc3)C2)sc2ncnc(NCCc3ccccn3)c12 (configuration not stated)	1.1%
COCc1ccc(CN2CCOc3c(cc(-c4ccc(SC)cc4)cc3OC)C2)o1	-4.9%
CN(Cc1cccc2ncccc12)C(=O)c1cnn(-c2nccc(-c3ccccc3F)n2)c1C1CC1	-10.9%
O=C(c1cccnc1)C1CCCN(Cc2ccc3c(c2)CN(C(=O)c2cnccn2)CCO3)C1 (configuration not stated)	-3.9%
N#C/C(=C1/SC[C@@H](c2ccc(Cl)cc2Cl)S1)n1ccnc1	-4.5%&-2.0%&-0.4%
Cc1ccc2c(c1)CN(C(=O)CC(c1ccccc1)c1ccco1)CC(C)O2 (configuration not stated)	-4.3%
CCCOC(=O)c1cc(O)c(O)c(O)c1	-3.2%
COc1ccccc1C1CN(Cc2cccc(C)n2)Cc2ccccc2O1 (configuration not stated)	-3.9%
Cc1c(CN2CCOc3c(cc(-c4ncc(C(F)(F)F)cc4Cl)cc3OCC3CCCO3)C2)cnn1C (configuration not stated)	-1.2%
CN(CC1COCCO1)C(=O)c1cnn(-c2ncc3c(n2)-c2ccccc2CCC3)c1C1CC1 (configuration not stated)	-3.8%
CC(NC(=O)c1cc(F)ccc1F)c1nnc2n1CCN(Cc1ccco1)CC2 (configuration not stated)	-7.1%
COc1cccc(CNC(=O)c2c(OC)cc(=O)n3c2CCN(C(=O)c2csc(C)n2)CC3)c1	0.0%
CCc1cc(C(=O)NCc2c(C)ncc3c2CCN(C(=O)C2=CCCC2)C3)no1	-4.4%
Cc1cccc2cc(CN(CC3CCCO3)C(=O)C3CC3)c(N(C)C)nc12 (configuration not stated)	-3.3%
CN[C@@H]1CCc2[nH]c3ccc(C(N)=O)cc3c2C1	-4.8%
CC1CN(CCC(=O)NCc2ccc3ncccc3c2)Cc2cc(Cl)ccc2O1 (configuration not stated)	-5.7%
COC(=O)c1c(OCc2ccccn2)cc(=O)n2c1CCN(C(=O)c1n[nH]c3c1CCCC3)CC2	-5.5%
COc1ccc(CN2CCOc3ccc(CN4CCC(Oc5cccnc5)CC4)cc3C2)c(F)c1	-0.9%
COc1ccc(CN2CCc3nnc(CNC(=O)c4cc(C)oc4C)n3CC2)c2ccccc12	-4.7%
CSc1ncccc1C(=O)NCC1Cc2cc(-c3cnccn3)cc(Cl)c2O1 (configuration not stated)	4.0%
COc1ncccc1C(=O)N1CCOc2ccc(C(O)C(c3ccccc3)c3ccccc3)cc2C1 (configuration not stated)	-4.7%
C[N+](C)(CCCCCC[N+](C)(C)C1c2ccccc2-c2ccccc21)C1c2ccccc2-c2ccccc21	-3.7%
Cc1ccccc1C(=O)NC(C)c1nnc2n1CCN(Cc1ccccc1F)CC2 (configuration not stated)	-4.4%
Cc1cc(C)nc(-c2cccc3c2OC(CNC(=O)C2CCOC2)C3)n1 (configuration not stated)	-5.3%
Later entries:
SMILES	GRP78 ERSR act
O=C(Cc1cscn1)N1CCOc2ccc(CN3CCN(c4ccccn4)CC3)cc2C1	-3.0%
CC(=O)NCCNC(=O)c1cnn(-c2nccc(-c3cc(C)sc3C)n2)c1C	-5.6%
CC(=O)c1ccc(C(=O)NCc2nc(-c3ccccc3NC(=O)c3cc(C)oc3C)oc2C)cc1	-3.0%
C[N+](C)(C)CCOP(=O)(O)OP(=O)([O-])OCC1OC(n2ccc(N)nc2=O)[C@H](O)[C@@H]1O (some centres not stated)	-2.4%
COc1cc(CN2CCOc3ccc(CN4CCC(Oc5cccnc5)CC4)cc3C2)ccc1F	-5.2%
CCOC(=O)CCC(=O)OC1C(OC2C(C)C(OC3CC(C)(OC)C(O)C(C)O3)C(C)C(=O)OC(CC)C(C)(O)C(O)C(C)C(=O)C(C)CC2(C)O)OC(C)CC1N(C)C (configuration not stated)	-2.5%
COc1cc(OC)c(OC)cc1CN1CCOc2ccc(CN3CCN(C(C)=O)CC3)cc2C1	-4.6%
CCC1CN(CC(=O)NCc2n[nH]c3c2CCCCC3)Cc2cc(OC)ccc2O1 (configuration not stated)	-3.3%
O=C(c1ccccc1-n1cccn1)N1CCOc2c(cc(-c3ncc(C(F)(F)F)cc3Cl)cc2OCC2CCCO2)C1 (configuration not stated)	-1.0%
COc1cccc(-c2ccc(O)c(CNC(c3ccccc3)c3ccc(Cl)cc3)c2)n1 (configuration not stated)	-3.6%
CCCCCCCC(=O)CC[C@H]1[C@@H](C/C=C/CCCC(=O)OC(C)C)[C@@H](O)C[C@H]1O	-7.5%
CCN1CCN(C(=O)c2cnn(-c3ncc4c(n3)-c3ccccc3CCC4)c2COC)CC1	-2.8%
CN1CCN(C2=Nc3ccccc3Cc3ccccc32)CC1	-3.6%
CC(C)CC(NC(=O)CNC(=O)C(Cc1ccc(O)cc1)NC(=O)C(CO)NC(=O)C(Cc1c[nH]c2ccccc12)NC(=O)C(Cc1cnc[nH]1)NC(=O)C1CCC(=O)N1)C(=O)NC(CCCN=C(N)N)C(=O)N1CCCC1C(=O)NCC(N)=O (configuration not stated)	-3.5%
CCC1CN(Cc2cn[nH]c2-c2ccc(OC)cc2)Cc2cc(OC)ccc2O1 (configuration not stated)	-2.3%
COCc1c(C(=O)NC2CCOC(C)(C)C2)cnn1-c1nccc(-c2cccs2)n1 (configuration not stated)	0.2%
COc1ccc(-n2ccc(-c3sc(NCc4cc(OC)c5c(c4)OCO5)nc3C)n2)cc1	?
CC(COc1ccccc1)NN (configuration not stated)	-2.1%
CCN1CCN(C(=O)c2cc(NC(=O)COC)cc3nc(-c4ccncc4)n(C)c23)CC1	-2.2%
COCc1ccc(CN2CCOc3ccc(C4=CCCCC4)cc3C2)o1	-0.2%
COc1cccc(O)c1CN1CCC2(CC1)c1ccccc1[C@@H](NC(=O)c1ccsc1)[C@@H]2OC	-4.5%
COc1cc(=O)n2c(c1C(=O)N(C)Cc1cscn1)CCN(C(=O)c1cccc(C)c1C)CC2	5.2%
OC1(c2cccnc2)CCN(Cc2ccc3c(c2)CN(Cc2cccc4nccnc24)CCO3)CC1	-3.4%
COC(=O)[C@@H]1CCCN1Cc1ccc2c(c1)CN(Cc1ccc3c(c1)OCCO3)CCO2	-2.9%
CN(Cc1ccco1)Cc1cc(-c2ccnc3cc(Cl)ccc23)ccc1O	-1.8%
Following part.
SMILES	GRP78 ERSR act
CCC1(C2CCN(Cc3cc4ccccc4o3)CC2)NC(=O)N(CC2COc3ccccc3O2)C1=O (configuration not stated)	-2.5%
O=C(Cn1cncn1)N1CCOc2ccc(CN3CCN(c4ccccc4)CC3)cc2C1	-5.3%
O=CN1CCCN(C(=O)c2cc(NC(=O)c3ccccc3)cc3ncn(C4CCCC4)c23)CC1	-1.1%
CN1N=C(C(=O)N2CCOc3ccc(CN4CCCC(C(=O)c5cccnc5)C4)cc3C2)CCC1=O (configuration not stated)	-6.7%
Cc1ccc(CN2C[C@H](Sc3ccccn3)C[C@H]2C(=O)Nc2ccc3sc(C)nc3c2)s1	-2.1%
Cc1ccc(C)c(CN2C[C@H](Sc3nc4ccccc4[nH]3)C[C@H]2C(=O)N2CCCN(C)CC2)c1	-5.1%
CCC1C(=O)NCCN1Cc1ccc2c(c1)CN(Cc1cccn1-c1ccc(Cl)cn1)CCO2 (configuration not stated)	-3.1%
CCCCCC[C@@H](CCC)C(=O)O	0.5%
CCOC(=O)C1CCCCN1C(=O)c1ccc(-n2cc(NC(=O)c3cccnc3)cn2)cc1 (configuration not stated)	-4.6%
Cc1ncc2c(c1CNC(=O)c1cncs1)CCN(C(=O)c1csc(-c3cccs3)n1)C2	-1.8%
CCOC(=O)C1CCCCN1C(=O)c1cnn(-c2nccc(-c3cc(C)sc3C)n2)c1C1CC1 (configuration not stated)	1.2%
COCc1c(C(=O)NCC2CCCN(C)C2)cnn1-c1ncc2c(n1)-c1ccccc1CCC2 (configuration not stated)	-4.1%
Cc1cc(C(=O)NCC2CCC3(CCN(Cc4ccc(-c5ccccc5)cc4)CC3)O2)n(C)n1 (configuration not stated)	-4.1%
CC[C@H]1OC(=O)C[C@@H](O)[C@H](C)[C@@H](O[C@@H]2O[C@H](C)C[C@H](N(C)C)[C@@H]2O)[C@@H](CC=O)C[C@@H](C)C(=O)/C=C\[C@]2(C)O[C@H]2[C@@H]1C	-6.6%
COCC(=O)Nc1cc(C(=O)N2CC3CCCC2C3)c2c(c1)nc(-c1ccncc1)n2C (configuration not stated)	-1.2%
Cc1nc2ccc(C(=O)N3CCOc4ccc(CN5CCOCC5)cc4C3)cc2nc1C	-5.0%
Cc1csc(CN(C)C(=O)c2sc3ncnc(NCC4CCCO4)c3c2C)n1 (configuration not stated)	-6.5%

Filtered by structure, the entries above with a thiophene ring, fused or not
SMILES	GRP78 ERSR act
Cc1ccc(C(=O)N(Cc2cc3cc4c(cc3nc2N2CCOCC2)CCC4)CC2CCCO2)s1 (configuration not stated)	0.0%
Cc1ncc2c(c1CNS(=O)(=O)c1cccs1)CCN(C(=O)/C=C/c1cc(F)cc(F)c1)C2	-0.4%
COc1ccccc1CCNc1ncnc2sc(C(=O)N3CCCC3)c(C)c12	-3.5%
Cc1c(C(=O)N2CCCC(c3ccccc3)C2)sc2ncnc(NCCc3ccccn3)c12 (configuration not stated)	1.1%
CC(=O)NCCNC(=O)c1cnn(-c2nccc(-c3cc(C)sc3C)n2)c1C	-5.6%
COCc1c(C(=O)NC2CCOC(C)(C)C2)cnn1-c1nccc(-c2cccs2)n1 (configuration not stated)	0.2%
COc1cccc(O)c1CN1CCC2(CC1)c1ccccc1[C@@H](NC(=O)c1ccsc1)[C@@H]2OC	-4.5%
Cc1ccc(CN2C[C@H](Sc3ccccn3)C[C@H]2C(=O)Nc2ccc3sc(C)nc3c2)s1	-2.1%
Cc1ncc2c(c1CNC(=O)c1cncs1)CCN(C(=O)c1csc(-c3cccs3)n1)C2	-1.8%
CCOC(=O)C1CCCCN1C(=O)c1cnn(-c2nccc(-c3cc(C)sc3C)n2)c1C1CC1 (configuration not stated)	1.2%
Cc1csc(CN(C)C(=O)c2sc3ncnc(NCC4CCCO4)c3c2C)n1 (configuration not stated)	-6.5%

Not all compounds are listed, so the mix of outcomes need not match the whole.
